ERK EGF inh = blocks ERK signaling stimulated by EGF; Potency, µM (doses to about 11.5 µM), without a hit: top-dose activity change, negative = inhibition, hits mostly inhibitors; 130,000 tested, 0.41% active; HEK293-V1b, EGF-stimulated phospho-ERK AlphaScreen; active = well fitted inhibition curve with a large enough effect; inconclusive = small, poorly fitted or top-dose-only effect, or effect the other way;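 note: plate controls were stimulated vehicle wells for no effect and unstimulated vehicle basal for full effect; nearly all actives have a fitted effect of over 55% in size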
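Cell line HEK293 (stable V1b), low serum overnight. Pretreatment: compound 30 min, 37C. EGF 25 nM, 5 min. Detection: SureFire AlphaScreen, 5 h RT. AC50 via standard Hill equation.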
* marks the source's active call; other numbers are inactive results; u = inconclusive; & = joins results of further samples; [ ] = remark or other dose. Potency is the fitted concentration of half-maximal effect. This is a subset (hit frequency here may not be typical).

SMILES | ERK EGF inh
CCOc1ccccc1NC(=O)c1cc(C(=O)c2cc(OC)ccc2O)coc1=N | -0.3%
CCN(CC)C(=O)CC(c1ccc2c(c1)OCO2)c1c(OC)cc(OC)c2ccc(=O)oc12 (centres undefined) | 7.4%[57.5 µM]
CCOC(=O)CC(NCc1ccc(OC)c(OCC)c1)c1ccc(C)cc1 (centres undefined) | 3.2%
O=C(Nc1ccccc1)N1CCCC(CNS(=O)(=O)Cc2ccccc2)C1 (centres undefined) | 0.1%
CC(C)Nc1nnc(SCc2cc(=O)n3ccsc3n2)s1 | 3.3%
C/C(=C(/CCO)SSC[C@@H]1CCCO1)N(C=O)Cc1cnc(C)nc1N | -7.2%[25.7 µM]
Cn1c(=O)[nH]c(=O)c2c1nc1n2CCS1 | -0.1%
Cc1cc(C)c(Nc2ncccc2C(=O)O)c(C)c1 | -1.9%
COc1ccc(N(C(C)C(=O)N/N=C/c2cccnc2)S(C)(=O)=O)cc1 (centres undefined) | 3.8%[57.5 µM]
CCOc1ccc(CC2NCCc3cc(OCC)c(OCC)cc32)cc1OCC (centres undefined) | -1.7%
COc1cc(/C=C/C(=O)c2ccc(C)c([N+](=O)[O-])c2)cc(OC)c1O | -3.2%
CCN(CC(=O)NC(C)C)C(=O)c1ccc(Cl)cc1 | 0.8%
Nc1ccc(SCC(=O)Nc2cccc([N+](=O)[O-])c2)cc1 | 2.6%
CCN(CC)S(=O)(=O)c1cc(C(=O)Nc2ccccc2[N+](=O)[O-])ccc1Cl | u
Cc1ccc(/C=N/Nc2cc(C)nc(NCc3ccccc3)n2)cc1 | u
CCCOc1ccc(-c2csc3ncn(Cc4ccc(C(=O)O)cc4)c(=O)c23)cc1 | -12.8%
COc1ccc(NC(=O)C(=O)NCCCO)cc1Cl | 7.7%
Cc1ccc(S(=O)(=O)NNC(=O)c2cccc(O)c2)cc1 | 0.2%
Cc1cc(C(=O)N2CCC(C(=O)O)CC2)c(C(F)(F)F)o1 | 3.9%[57.5 µM]
CC(=O)Nc1ccc(S(=O)(=O)NC2CCS(=O)(=O)C2)cc1Cl (centres undefined) | 10.1%[57.5 µM]
CC(=O)Nc1ccc(NC(=O)CCn2c(=S)oc3ccccc32)cc1 | -2.6%
CCOc1cc(/C=N/NC(=O)c2cccnc2)ccc1OCC(=O)N1CCOCC1 | 1.0%
O=C(NCCc1nc2ccccc2[nH]1)/C(=C/c1ccco1)NC(=O)c1ccco1 | 5.2%
O=C(Cn1cc([N+](=O)[O-])cn1)NCc1ccc(-n2cccn2)cc1 | -11.9%
COc1ccc(-c2csc(-c3cccs3)n2)c(OC)c1 | -2.8%

The closing 2 entries of the part before come first, to join the parts.
SMILES | ERK EGF inh
O=C(Cn1cc([N+](=O)[O-])cn1)NCc1ccc(-n2cccn2)cc1 | -11.9%
COc1ccc(-c2csc(-c3cccs3)n2)c(OC)c1 | -2.8%
S=C1NC[C@H](c2ccccc2)N1CCCCC1CCCCC1 | -3.5%[57.5 µM]
O=C(Nc1ccc(-c2nc3ccccc3[nH]2)cc1)c1cccc(N2C(=O)CCC2=O)c1 | 1.7%
CCC(C)c1ccccc1NC(=O)c1cc2cccc([N+](=O)[O-])c2[nH]1 (centres undefined) | u
COc1ccc(CCNC(=O)CC2SC(N)=NC2=O)cc1OC (centres undefined) | 1.1%
COc1ccc(CNc2oc(-c3cccc4ccccc34)nc2C#N)cc1 | -3.4%
COC(=O)C1=C(N)OC2=C(C(=O)CC(C)(C)C2)C1c1ccccc1OC (centres undefined) | -2.3%
Cc1c(Cl)cccc1NC(=S)NCCc1ccc(S(N)(=O)=O)cc1 | -1.2%
COc1ccc(C[C@H]2CN3C(=NC[C@@H]3C(C)C)N2CCNC(=O)CCC2CCCCC2)cc1 | -6.8%[57.5 µM]
O=C(CNC(=O)c1ccc(Br)cc1)NCC(=O)OCC(=O)c1ccccc1 | 3.1%
O=C(CC1CCCCC1)Nc1nc2ccccc2s1 | -4.1%
Nc1ccc([N+](=O)[O-])cc1C(=O)NNC(=O)c1ccco1 | 0.6%[57.5 µM]
CCCn1cnc2c(=S)nc(N)[nH]c21 | 5.6%[57.5 µM]
O=C(NCc1nc2ccccc2[nH]1)C1=C[C@H](c2coc3ccccc3c2=O)C[C@H](OCc2ccc(CO)cc2)O1 | -6.2%[57.5 µM]
CN(Cc1ccccn1)Cc1nc(COc2ccccc2)no1 | 4.2%
CC1CCCC(NC(=O)COC(=O)c2cccc(NS(=O)(=O)/C=C/c3ccccc3)c2)C1C (centres undefined) | -15.2%
COc1ccc(NC(=O)Cc2ccc(Cl)c(Cl)c2)cn1 | -6.2%
CN(C)C(CNC(=S)Nc1cccc(Cl)c1)c1cccnc1 (centres undefined) | -13.2%[57.5 µM]
O=C(NCC1CCCO1)c1ccc(COc2ccc(Cl)cc2)cc1 (centres undefined) | 1.1%
CCN1C(=O)CC(C(=O)OC)=C1C | -8.6%
COc1ccccc1NNC(=O)C(O)(c1ccccc1OC)c1ccccc1OC | 0.5%
CCn1cc(C(=O)NCCCN2CCCCCC2)c(=O)c2cc(S(=O)(=O)N3CCc4ccccc4C3)ccc21 | -12.4%
COc1cc2c(c(OC)c1OC)-c1ccc(OC)c(=O)cc1[C@@H](NC(C)=O)CC2 | 3.6%&0.2%
COc1ccc(C(=O)/C=C/C(=O)N(Cc2ccccc2OC)C(C(=O)NC2CCCCC2)c2ccncc2)c(O)c1 (centres undefined) | -4.9%
O=C(Nc1cccnc1)C1CCN(S(=O)(=O)c2cccs2)CC1 | -5.0%
Cc1ccccc1Nc1nc(N)nc(CSc2nnc(C)n2C)n1 | -7.3%
SMILES | ERK EGF inh
Cc1nn2c(Nc3ccc(F)cc3)c3c(nc2c1-c1ccccc1)CCC3 | 3.8%
COc1ccc(/C=N/OCC(=O)N(Cc2ccc(OC)cc2)c2ccccc2C(=O)O)cc1 | -2.7%
Cc1nccn1CCC1CCCCN1C(=O)CCc1nnc(-c2ccsc2)o1 (centres undefined) | 2.2%
CN(Cc1cc2ccccc2[nH]c1=O)C(=O)c1cccs1 | -13.2%
Cc1nn(Cc2ccccc2)c(Cl)c1C(=O)NCCc1ccccc1 | -0.3%
Cc1cc2oc(=O)cc(CN3CCN(S(=O)(=O)c4cccs4)CC3)c2cc1C | 2.6%
CCN(CC)C(=O)CSc1nc(OC)cc(=O)[nH]1 | 0.2%
O=C(CCCOc1ccc(Cl)cc1Cl)NCc1ccccn1 | 10.7%
CCn1c(SCC(=O)N=Nc2c(O)[nH]c3ccccc23)nnc1-c1ccc(C(C)(C)C)cc1 | 7.4%
CC(C)NC(=O)CCCn1cc([N+](=O)[O-])cn1 | 1.1%
COc1ccc(NC(=O)CSc2nncs2)cc1S(N)(=O)=O | 5.9%[57.5 µM]
O=C(NC(=S)Nc1cccc(O)c1)c1ccco1 | -4.8%[57.5 µM]
COc1ccc(S(=O)(=O)Oc2ccc3ccccc3c2)cc1 | 1.7%
Cc1ccc(-n2nc3c(c2NC(=O)/C=C\c2ccc4c(c2)OCO4)CSC3)cc1 | 0.1%
O=C(Nc1ncccn1)c1ccc([N+](=O)[O-])o1 | 11.4%
S=C(NCC1CCCO1)Nc1cccc2ccccc12 (centres undefined) | -4.3%
CC(C)[C@@H](CC(=O)N[C@@H]1CCNC[C@H]1C(=O)N[C@H](CC(=O)N[C@@H](CCC(=O)O)CC(=O)O)Cc1c[nH]c2ccccc12)NC(=O)C[C@H](Cc1ccccc1)NC(=O)[C@@H]1CNCC[C@H]1N | -11.1%
CCCC(CCC(=O)Nc1ccc(C(=O)OCC)cc1)C(=O)O (centres undefined) | -2.0%
COC(=O)[C@H]1C[C@@H]1[C@H](NC(=O)[C@H]1C[C@@H]1[C@H](NC(=O)OCc1ccccc1)c1ccccc1)c1ccccc1 | 12.8%
CCCCC(=NCCc1c(C)[nH]c2ccccc12)C1=C(O)CC(c2ccccc2)CC1=O (centres undefined) | 6.9%
Cc1cccc(NC(=S)NNC(=O)COc2ccc(Cl)cc2Cl)c1 | 0.8%
COc1ccc(NC(=O)C2=C(C)Nc3nc(CCCO)nn3C2c2ccc(OC)c(OC)c2)cc1 (centres undefined) | -2.2%
O=C(Cc1ccc(Cl)cc1)c1c[nH]c(C(=O)NCCCN2CCOCC2)c1 | 2.4%
CC(C)c1ccc(CN(C)CC(O)c2ccccc2)cc1 (centres undefined) | 5.9%
O=C(Nn1c(-c2ccc(F)cc2)nc2ccccc2c1=O)c1cccnc1 | -1.1%
SMILES | ERK EGF inh
CCOC(=O)C(=O)Nc1cc(C)on1 | 0.4%
Cc1ccc(CC2CC(=O)N(c3nc(C)cc(C)n3)C2=O)cc1 (centres undefined) | 2.8%
CCCCCCCc1nc2sc3c(c2c(=O)n1N)CC(C)(C)OC3 | 2.4%[57.5 µM]
COc1ccc(CC2(CO)CCN(Cc3cnn(C)c3C)CC2)cc1 | -9.1%
CC(C)(CC(=O)O)CC(=O)Nc1ccc(Cl)c(Cl)c1 | 2.0%[57.5 µM]
CC(C)Sc1nc2c([nH]c3ccccc32)c(=O)n1C | 0.6%
CCn1cc(/C=C(\NC(=O)c2ccc(OC)c(OC)c2)C(=O)NCCCO)c2ccccc21 | -22.3%
COc1cc(C(=O)NCc2ccncc2)cc(OC)c1OC | -1.6%
N/C(=N\OC(=O)COc1ccc2ccccc2c1)c1cccnc1 | -15.1%
COc1cccc(C(=O)/C=C/Nc2ccc(S(=O)(=O)Nc3onc(C)c3C)cc2)c1 | 7.1%
CN(C)c1ccc(C(=O)/C=C/c2ccccc2)cc1 | 2.5%
COc1ccc(Cn2cccc(NC(=O)Nc3cccc(OC)c3)c2=O)cc1 | u
COc1ccc(OC)c(CN2CCC(C(=O)N(C)CCc3ccc(OC)c(OC)c3)CC2)c1 | -0.3%
O=C(CN(c1ccccc1F)S(=O)(=O)c1ccccc1)Nc1ccccc1C(=O)N1CCOCC1 | -9.6%
COc1cccc(C2CC(c3cccs3)=NN2S(C)(=O)=O)c1OC (centres undefined) | -0.8%
COc1ccc(NC(=O)Cn2c(=O)n(-c3ccccc3)c(=O)c3sccc32)c(OC)c1 | 5.6%
COc1cc(OC)c(NS(=O)(=O)c2ccc(Cl)c(C(=O)OC(C)C(=O)N3CCCC3)c2)cc1Cl (centres undefined) | 1.7%
CCc1nnc(NC(=O)c2nn(-c3ccccc3)nc2C)s1 | -4.6%[57.5 µM]
O=c1c2oc3ccccc3c2ncn1Cc1cccc(Cl)c1 | u
CCCCCCCCC(=O)N/N=C(\C)c1ccc(O)cc1O | -12.9%
O=S(=O)(c1ccc(Cl)cc1)N1CCCN(c2nc3ccc(Cl)cc3s2)CC1 | -4.4%[57.5 µM]
CCN(CC)S(=O)(=O)c1ccc(N=Cc2c(C)c(C#N)c(=O)n(C)c2O)cc1 | 0.1%
CC(=O)N1CCC2(CC1)CN(Cc1ccc(C#N)cc1)C2 | -4.0%
Cn1nc(CSc2ccccc2)c(C=O)c1Cl | -0.1%
N#Cc1cccc(NC(=O)N2CC3(CCN(C(=O)c4cc(C(F)(F)F)cc(C(F)(F)F)c4)CC3)C2)c1 | 8.6%

Sorted by SMILES length (lowest first): some entries from above
SMILES | ERK EGF inh
CC(C)c1ccc(CN(C)CC(O)c2ccccc2)cc1 (centres undefined) | 5.9%
Cc1ccccc1Nc1nc(N)nc(CSc2nnc(C)n2C)n1 | -7.3%
COc1cccc(C2CC(c3cccs3)=NN2S(C)(=O)=O)c1OC (centres undefined) | -0.8%

In the list so far, these contain a nitro group on carbon:
SMILES | ERK EGF inh
COc1cc(/C=C/C(=O)c2ccc(C)c([N+](=O)[O-])c2)cc(OC)c1O | -3.2%
Nc1ccc(SCC(=O)Nc2cccc([N+](=O)[O-])c2)cc1 | 2.6%
CCN(CC)S(=O)(=O)c1cc(C(=O)Nc2ccccc2[N+](=O)[O-])ccc1Cl | u
O=C(Cn1cc([N+](=O)[O-])cn1)NCc1ccc(-n2cccn2)cc1 | -11.9%
CCC(C)c1ccccc1NC(=O)c1cc2cccc([N+](=O)[O-])c2[nH]1 (centres undefined) | u
Nc1ccc([N+](=O)[O-])cc1C(=O)NNC(=O)c1ccco1 | 0.6%[57.5 µM]
CC(C)NC(=O)CCCn1cc([N+](=O)[O-])cn1 | 1.1%
O=C(Nc1ncccn1)c1ccc([N+](=O)[O-])o1 | 11.4%

Continued:
SMILES | ERK EGF inh
Cn1c(=O)c2c(nc(Cl)n2CC(=O)N2CCCCC2)n(C)c1=O | -2.0%
O=C(CCCN1C(=O)/C(=C\c2cccs2)SC1=S)NNC(=O)c1ccncc1 | -5.5%
O=C(CN1CCCCC1)Nc1ccc(N2CCCCCC2)cc1 | 5.9%
COc1ccc(C2CC(C(F)(F)F)n3nc(C(=O)Nc4c(C)n(C)n(-c5ccccc5)c4=O)c(Cl)c3N2)cc1 (centres undefined) | -1.1%
Cc1cc2c(C)nc(N/N=C/c3ccc([N+](=O)[O-])cc3)nc2o1 | 0.6%
CCN(Cc1ccccc1)C(=O)c1c[nH]c2ccc(S(=O)(=O)N(C)CCC#N)cc2c1=O | -3.2%
CCCCN(CCCC)CCC(O)c1cc2c(Cl)cc(Cl)cc2c2cc(C(F)(F)F)ccc12 (centres undefined) | -4.6%[25.7 µM]
Cc1cc(C)nc(N2N=C(C(F)(F)F)CC2=O)n1 | -15.8%[57.5 µM]
CC(=O)N/C(=N\OCc1ccccc1Cl)c1nonc1NC(C)=O | 4.4%
Cc1ccc(Nc2c(-c3ccc(N4CCOCC4)cc3)nc3ncccn23)cc1C | 2.2%
CCCCOc1ccc([N+](=O)[O-])cc1C(=O)O | -7.3%
COc1ccc(CC(=O)NNc2ncnc3c2cnn3C)cc1 | 1.5%
COc1cccc(CN2CCN(C3CCN(c4cccc(C)c4C)CC3)CC2CCO)c1 (centres undefined) | 12.1%
S=c1[nH]nc(CCc2ccccc2)n1-c1ccccc1 | -4.5%

Screening results as filed in PubChem BioAssay.
